# Screens (PubChem BioAssay)
# STK33 inh – blocks human STK33 kinase activity. purified STK33, MBP phosphorylation, ADP-Glo luminescence. AID 2661. inhibition, % at 10 µM. hit rate 0.073% among 320,000;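 active = inhibition at or above 25%, using the most active replicate where run in duplicate; inactive = inhibition below 25%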
# Target sequence (Q9BYT3 whole entry, looked up): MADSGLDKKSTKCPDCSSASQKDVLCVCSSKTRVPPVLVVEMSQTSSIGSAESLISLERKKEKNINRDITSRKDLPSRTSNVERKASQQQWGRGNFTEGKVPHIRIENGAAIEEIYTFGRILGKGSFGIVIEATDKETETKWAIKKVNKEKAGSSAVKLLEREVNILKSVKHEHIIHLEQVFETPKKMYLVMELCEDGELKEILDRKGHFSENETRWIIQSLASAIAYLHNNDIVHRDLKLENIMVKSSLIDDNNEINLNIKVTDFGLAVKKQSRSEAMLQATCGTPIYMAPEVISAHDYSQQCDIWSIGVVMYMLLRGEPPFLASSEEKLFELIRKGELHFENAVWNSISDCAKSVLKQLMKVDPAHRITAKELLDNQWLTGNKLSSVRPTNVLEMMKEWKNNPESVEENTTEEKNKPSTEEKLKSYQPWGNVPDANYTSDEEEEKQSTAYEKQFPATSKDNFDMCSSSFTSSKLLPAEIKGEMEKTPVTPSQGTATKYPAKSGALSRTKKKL
# CHT inh – inhibits the human high affinity choline transporter. hit rate 0.86% among 310,000. B-score at 10 µM. CHT-expressing cells, membrane potential dye, choline response; hits give low values;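 active = B-score over 3 SD under the library average, and starting fluorescence ratio not unusually high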;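 note: choline stimulus applied at its EC90 after an EC20 pre-addition; B-score computed on integrated fluorescence ratio after choline addition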
# Target sequence (Q9GZV3 whole entry, looked up): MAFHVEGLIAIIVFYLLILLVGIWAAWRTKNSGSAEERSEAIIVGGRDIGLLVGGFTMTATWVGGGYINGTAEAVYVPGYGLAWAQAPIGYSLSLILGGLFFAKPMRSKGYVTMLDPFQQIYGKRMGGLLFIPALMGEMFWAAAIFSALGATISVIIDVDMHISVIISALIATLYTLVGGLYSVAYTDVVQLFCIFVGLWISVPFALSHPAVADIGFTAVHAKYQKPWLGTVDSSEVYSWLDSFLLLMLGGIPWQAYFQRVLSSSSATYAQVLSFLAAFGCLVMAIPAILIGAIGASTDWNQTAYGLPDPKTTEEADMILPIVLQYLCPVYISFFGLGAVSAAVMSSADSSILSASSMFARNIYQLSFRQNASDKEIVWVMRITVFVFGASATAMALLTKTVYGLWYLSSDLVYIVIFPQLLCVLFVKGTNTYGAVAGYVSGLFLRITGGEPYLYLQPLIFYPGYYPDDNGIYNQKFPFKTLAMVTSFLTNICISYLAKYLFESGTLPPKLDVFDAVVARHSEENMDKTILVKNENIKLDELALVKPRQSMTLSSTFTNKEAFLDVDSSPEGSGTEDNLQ
# CHT allo act – allosterically activates the human high affinity choline transporter | Q9GZV3 | CHT-expressing cells, membrane potential dye, choline EC20; hits give high values; LV-AA mutant CHT in HEK293 cells | B-score at 10 µM | hit rate 0.49% among 310,000 | AID 488977;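 active = initial fluorescence not abnormally high and integrated response B-score, plate-corrected, over 3 SD above library mean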
# * = called active by the depositor; i = inactive; . = no result given.
SMILES,STK33 inh,CHT inh,CHT allo act
CCOC(=O)C1CCCN(C(=O)COc2ccccc2F)C1 (stereo not drawn),-2.3,i,i
COc1ccccc1CNC(=O)COC(=O)C1=COCCO1,-0.9,i,i
FC(F)(F)c1ccnc(NCc2ccco2)n1,-4.8,i,i
C=CCc1ccc(OCC(O)CN2CCc3ccccc3C2)c(OC)c1 (stereo not drawn),-1.6,i,i
O=C(C1CCCCC1)N(Cc1nc2sc3c(c2c(=O)[nH]1)CCCC3)Cc1cccs1,-6.0,i,i
CC(C)(C)OC(=O)N1CCC(c2c(C(=O)NC3CC3)cnn2-c2ccccc2)CC1,1.7,i,i
COC(=O)CNC(=O)C(NC(=O)c1ccc(Cl)cc1)C(C)C (stereo not drawn),-2.0,i,i
CCn1c(-c2cc3ccccc3cc2O)n[nH]c1=S,0.4,i,i
Cc1cc(N2CCN(c3ncccn3)CC2)nc2c(C)cccc12,0.8,i,i
O=c1[nH]cnc2nn(-c3ccccc3)nc12,-2.5,i,i
Cc1ccc(Cl)cc1N1CCN(Cc2nnnn2C2CCCCC2)CC1,-0.7,i,i
COc1ccc(NC(=O)C2CCCN2C(=O)NC2CCCCC2)cc1 (stereo not drawn),0.6,i,i
CC(C)(C)OC(=O)N1CCC[C@H]1c1nnc(SCc2ccccc2)o1,-1.0,i,i
O=C(CSc1nnc2ccccn12)NCc1ccco1,1.1,i,i
O=C(N/N=C/c1ccccn1)c1cccc(NC(=O)c2ccccc2Cl)c1,3.9,i,i
O=C(O)C1CCN(C(=O)COc2ccc3c4c(c(=O)oc3c2)CCCC4)CC1,3.2,i,i
CCOC(=O)CCS(=O)(=O)c1ccc(-c2ccc(S(=O)(=O)CCC(=O)OCC)cc2)cc1,-1.2,i,i
CCCn1c(C(O)c2ccc(OCC)cc2)nc2ccccc21 (stereo not drawn),0.6,i,i
CC(=O)Nc1ccc(NC(=O)C2CCCN2/C=C/C(=O)C(F)(F)F)cc1 (stereo not drawn),0.2,i,i
CCCC[C@H]1COCCS(=O)(=O)N1Cc1cccc([N+](=O)[O-])c1,-1.1,i,6.5*
NNc1nc2sc3c(c2c(=O)n1C1CCCCC1)CCN(Cc1ccccc1)C3,-0.1,i,i
COc1ccc(N2CCN(Cc3cc(=O)c(OCC(=O)NC4CCCC4)co3)CC2)cc1,.,i,i
COCC(=O)N1CCCN(c2nc3c(C)cccc3cc2C#N)CC1,3.0,i,i
CCc1ccc(CNC(=O)CCc2nc(-c3cccs3)no2)cc1,0.4,i,i
CCOC(=O)c1cc(CC)sc1NC(=O)CN1CCN(C(=O)C2CCCO2)CC1 (stereo not drawn),3.1,i,i
CN1C(=O)NC(c2ccccc2[N+](=O)[O-])C2=C1CCCC2=O (stereo not drawn),2.7,i,i
CC(=O)c1cccc(NC(=O)CCS(=O)(=O)c2cc3c(cc2C)NC(=O)CO3)c1,-0.7,i,i
COc1ccc(-n2c(=S)[nH]c3cc(C(=O)NCCCN4CCOCC4)ccc3c2=O)cc1,-2.5,-5.2*,i
COc1cc(/C=C2\C(=N)N3N=C(C)SC3=NC2=O)cc(Cl)c1OCCOc1ccc(NC(C)=O)cc1,1.2,i,i
CCCC[n+]1c(C)sc2cc(OC)ccc21,-2.3,i,i
CCN(CC)CCn1c(=S)[nH]c2cc3c(cc2c1=O)OCO3,1.4,i,i
Cc1ccc(C(=O)NNc2nc3ccccc3nc2C(F)(F)F)cc1,-1.0,i,i
CCN(CC(=O)NCc1ccc(F)cc1)C(=O)c1ccc(COc2ccccc2)cc1,-0.5,i,i
COc1ccc(Cn2ccnc2SCC(=O)Nc2ccccc2F)cc1,-0.9,i,i
Cc1cc(C)c2nc(NCc3ccccc3O)sc2c1,-0.7,i,i
O=C(Cn1ccc2ccccc2c1=O)NCCC(=O)N1CCN(c2cccc(Cl)c2)CC1,-1.0,i,i
COc1ccc(CCNC(=O)C(=O)NCC2OCCN2C(=O)c2ccc(Cl)cc2)cc1OC (stereo not drawn),-4.9,i,i
Cn1cc(Br)c(C(=O)NNC(=O)c2ccc(Br)cc2)n1,1.6,i,i
Cc1nc2nc(SCC(=O)c3ccc([N+](=O)[O-])cc3)[nH]c2cc1Br,-1.0,i,i
Cc1ccc2cc(C#N)c(N3CCCN(S(=O)(=O)c4ccccc4)CC3)nc2c1C,1.2,i,i
COc1ccc(C)cc1S(=O)(=O)Nc1cc2c3c(c1)C(C)C(=O)N3CCC2 (stereo not drawn),-0.9,i,i
Cc1c(NC(=O)C(C)N(c2ccccc2)S(C)(=O)=O)c(=O)n(-c2ccccc2)n1C (stereo not drawn),0.3,i,i
COc1ccc2cc(CCNC(=O)CCc3ccccc3)c(=O)[nH]c2c1,1.2,i,i
COc1ccc(/C=C(\NC(=O)c2ccccc2)C(=O)N2CCN(C)CC2)cc1,-1.4,i,i
O=C(NCc1ccccc1)Nc1cccn(Cc2c(F)cccc2Cl)c1=O,-2.2,i,i

# Given tab-delimited: part of the list above
mol	STK33 inh	CHT inh	CHT allo act
Cc1cc(C)c2nc(NCc3ccccc3O)sc2c1	-0.7	i	i
CCN(CC(=O)NCc1ccc(F)cc1)C(=O)c1ccc(COc2ccccc2)cc1	-0.5	i	i
Cc1c(NC(=O)C(C)N(c2ccccc2)S(C)(=O)=O)c(=O)n(-c2ccccc2)n1C (stereo not drawn)	0.3	i	i
O=C(Cn1ccc2ccccc2c1=O)NCCC(=O)N1CCN(c2cccc(Cl)c2)CC1	-1.0	i	i
COc1ccc(C)cc1S(=O)(=O)Nc1cc2c3c(c1)C(C)C(=O)N3CCC2 (stereo not drawn)	-0.9	i	i
Cc1nc2nc(SCC(=O)c3ccc([N+](=O)[O-])cc3)[nH]c2cc1Br	-1.0	i	i
Cc1ccc(C(=O)NNc2nc3ccccc3nc2C(F)(F)F)cc1	-1.0	i	i

# The list continues:
SMILES,STK33 inh,CHT inh,CHT allo act
Cc1cc(C)c2nc(SC(C)C(=O)NCC(=O)Nc3ccc(F)c(F)c3F)cc(C)c2c1 (stereo not drawn),-1.1,i,i
Cc1nc2ccccn2c(=O)c1NC(=O)c1cccc2ccccc12,-1.4,i,i
COCCN(C(=S)Nc1ccc(C)cc1C)C(C)c1ccco1 (stereo not drawn),0.0,i,i
O=C(OCCCN1CCOCC1)c1ccc(O)c(O)c1,-0.8,i,i
CC(C)NC(=O)Cn1cnc2c1c(=O)n(C)c(=O)n2C,-0.7,i,i
Fc1ccc(Cn2nnc(-c3ccc(CN4CCOCC4)cc3)n2)cc1,-1.3,i,i
C=CCN1C(=O)C(CC(=O)Nc2ccccc2)S/C1=N/c1nccs1 (stereo not drawn),-2.0,i,i
COc1ccc(S(=O)(=O)N(C)CC(=O)NCc2cccnc2)cc1,0.4,i,i
CCOC(=O)C(NCc1ccc(F)cc1)(NC(=O)c1ccccc1)C(F)(F)F (stereo not drawn),-1.0,i,i
O=C(Nc1cccc2nsnc12)c1ccc(F)cc1,0.1,i,i
Cc1ccc(C)n1-c1ccc(C#N)cn1,.,i,i
COc1ccc(S(=O)(=O)N(CC(=O)NCc2ccncc2)c2ccc(C)cc2)cc1Br,0.1,i,i
Cc1nc2c(cc1NC(=O)C(C)(C)C)nc(C)n2Cc1ccccc1,-0.3,i,i
CCCCN(C(=O)c1cccc(S(=O)(=O)N2CCCCC2)c1)C1CCS(=O)(=O)C1 (stereo not drawn),-2.0,i,i
CN(Cc1nc2ccccc2c(=O)[nH]1)CC(O)COCc1ccco1 (stereo not drawn),-1.5,i,i
CSc1nc(C)c2c(n1)N(c1ccc(C(C)C)cc1)CC2,-1.4,i,i
BrC(/C=C\c1ccccc1)=N/Nc1nc(N2CCOCC2)nc(N2CCOCC2)n1,-1.0,i,i
CC(=O)c1cccc(NC(=S)NCCCCc2ccccc2)c1,-1.9,i,i
Cc1ccccc1N(CC(=O)NC1CCCC1)C(=O)C1(C)CC(=O)N=C2C=CC(Cl)=CN21 (stereo not drawn),0.4,i,i
COc1ccccc1N1C(=O)CC(Sc2n[nH]c(-c3cccc(C)c3)n2)C1=O (stereo not drawn),0.1,i,i
COc1ccccc1NC(=S)N1CCN(c2cccc(C)c2C)CC1,-0.4,i,i
CCc1ccccc1NC(=O)c1ccccc1N1C(=O)C2C3C=CC(C3)C2C1=O (stereo not drawn),0.0,i,i
CNC(=O)COC(=O)c1ccc2c(c1)NC(=O)C1CCCN21 (stereo not drawn),-1.7,i,i
COc1ccc(-c2cccc(C(=O)Nc3ccc(OC)c(OC)c3)c2)cc1,0.2,i,i
CCOC(=O)C1CCN(C(C)=C2C(=O)c3ccccc3C2=O)CC1,-0.6,i,i
CCC(C)N(C(=O)COC(=O)Cc1n[nH]c(=O)c2ccccc12)C1CCS(=O)(=O)C1 (stereo not drawn),-3.0,i,i
O=C(O)c1cccc(NC(=O)c2ccccc2NC(=O)c2ccco2)c1,-0.6,i,i
O=C(N/C(=C/c1ccccc1)C(=O)N1CCCCCC1)c1ccccc1,1.9,i,i
CCN(CC)S(=O)(=O)c1ccc(-c2cc(C(=O)OC)sc2C(F)(F)F)cc1,-0.2,i,i
CCC1Nc2ncnc(N3CCOCC3)c2N(Cc2ccc(C)cc2)C1=O (stereo not drawn),-0.7,i,i

# Part of the list above in order of formula weight, ascending.
SMILES,STK33 inh,CHT inh,CHT allo act
CNC(=O)COC(=O)c1ccc2c(c1)NC(=O)C1CCCN21 (stereo not drawn),-1.7,i,i
CCOC(=O)C1CCN(C(C)=C2C(=O)c3ccccc3C2=O)CC1,-0.6,i,i
COc1ccccc1NC(=S)N1CCN(c2cccc(C)c2C)CC1,-0.4,i,i
CCC1Nc2ncnc(N3CCOCC3)c2N(Cc2ccc(C)cc2)C1=O (stereo not drawn),-0.7,i,i
CCN(CC)S(=O)(=O)c1ccc(-c2cc(C(=O)OC)sc2C(F)(F)F)cc1,-0.2,i,i
Cc1ccccc1N(CC(=O)NC1CCCC1)C(=O)C1(C)CC(=O)N=C2C=CC(Cl)=CN21 (stereo not drawn),0.4,i,i

# (listing goes on)
SMILES,STK33 inh,CHT inh,CHT allo act
Cc1c(-c2ncn[nH]2)sc(C#N)c1-c1ccccc1,2.0,i,i
CC(O)CNCCCOc1ccccc1OCc1ccccc1 (stereo not drawn),0.6,i,i
Clc1cccc(OCCCCCN2CCOCC2)c1,-0.7,i,i
CCOC(=O)c1ccc(S(=O)(=O)N2CCN(S(=O)(=O)CC)CC2)cc1,-3.0,i,i
NC(=O)CC(NC(=O)Cc1ccc(Cl)cc1)c1ccc(NC2CCN(Cc3ccccc3)CC2)c([N+](=O)[O-])c1 (stereo not drawn),-0.5,i,i
CCSc1ccccc1C(=O)NC1CCCCC1,0.3,i,i
CCc1ccc2[nH]c(=O)c(CN(Cc3ccc4c(c3)OCO4)C(=O)c3ccco3)cc2c1,1.0,i,i
O=C(c1ccccc1F)N1CCN(c2cccc(C(F)(F)F)c2)CC1,-1.0,i,i
C#CCN1C(=O)C(O)(CC(=O)c2cccc(OC)c2)c2ccccc21 (stereo not drawn),-1.2,i,i
COc1ccc(OCCOC(=O)CCS(=O)(=O)c2ccc(C)cc2)cc1,-0.8,i,i
O=C(NCc1ccco1)c1ccc(COc2cc(Cl)ccc2Cl)cc1,-0.1,i,i
O=C(O)C[C@@H](CNC(=O)COc1ccc2ccc(=O)oc2c1)c1ccc(Cl)cc1,1.1,i,i
CCCCOc1ccc(C(O)C(CN2CCCCC2)c2ccccc2)cc1 (stereo not drawn),-0.2,i,i
Cc1cccc(C)c1Nc1nnc(SCc2nc3ccccc3s2)s1,0.1,i,i
CCOc1ccc(C(=O)Nc2nnc(SCC(=O)NCC3CCCO3)s2)cc1 (stereo not drawn),-2.0,i,i
CCOC(=O)C1=C(CSc2nccn2C)NC(=O)NC1c1ccc2c(c1)OCO2 (stereo not drawn),0.1,i,i
CCC1Oc2ccc(C)cc2N(CC(=O)NCc2cc(OC)ccc2OC)C1=O (stereo not drawn),-0.2,i,i
COc1ccccc1C(=O)COC(=O)CN1C(=O)NC2(CCCC2)C1=O,-1.9,i,i
COc1ccc(C(=O)NC(Cn2ccnc2)C(C)(C)C)cc1OC1CCN(C(C)C)CC1 (stereo not drawn),0.2,-8.7*,i
Cc1nn(-c2ccc(C(=O)Nc3nnc(C4CC4)s3)cc2)c(C)c1Cl,-2.0,i,i
Cc1ccc(NS(=O)(=O)c2ccc(OCC(=O)NCc3ccccn3)cc2)cc1,-1.7,i,i
Cc1ccc(CN2CCN(CCCn3cccn3)CC2CCO)cc1 (stereo not drawn),-0.3,i,i
Cc1sc2nc(CN3CCOCC3)nc(NCCc3ccccc3)c2c1C,1.1,i,i
COc1ccc(OC)c(NC(=O)Cc2cccs2)c1,1.0,i,i
N#Cc1c(-n2cccc2)cccc1-n1cccc1,-0.4,i,i
O=C(CSc1ccccc1)NCc1ccco1,-0.5,i,i
O=C(N/N=C/c1ccc[nH]1)c1sc2ccccc2c1Cl,2.8,i,i
Cc1cccc(N2CCN(C(=O)c3noc4c3COc3ccc(C)cc3-4)CC2C)c1 (stereo not drawn),-1.2,i,i
COc1ccc(C(=O)OCC(=O)NCC2CCCCC2)cc1S(=O)(=O)N1CCCc2ccccc21,-0.4,i,i
CN1C(=O)N(c2nnc(C(C)(C)C)s2)C(=O)C1c1ccccc1 (stereo not drawn),0.5,i,i
S=C(NCCc1ccccc1)NCCN1CCOCC1,0.1,i,i
CCOC(=O)C1=C(C(F)(F)F)Nc2ncnn2C1c1cc(OC)c(OC)cc1OC (stereo not drawn),-1.1,i,i
O=C(Cc1ccccc1[N+](=O)[O-])NCCC1=CCCCC1,-1.6,i,i
CCCn1c(SCC(=O)NC23CC4CC(CC(C4)C2)C3)n[nH]c1=O,-2.7,i,i
COc1ccc(-n2c(Cc3cccn3C)nnc2SCC(=O)N2CCCC2)cc1,-0.6,i,i
